# From PubChem
# SR-BI DiI inh: inhibitors of SR-BI mediated HDL lipid uptake, primary screen, ldlA[mSR-BI] cells, fluorescence, single point; Scavenger receptor class B member 1 (Mus musculus), Q61009; AID 488896, 2010; ldlA[mSR-BI] CHO cells, DiI-HDL uptake fluorescence, 3 h; inhibition, % at 12.5 µM; 320,000 tested, 0.96% active;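 active means mean replicate inhibition of at least 70% and a set share of replicates each scoring 70 or more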;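 further: 0% = median of neutral control wells and 100% = median of positive control wells; values of inactives mirror those of a sister screen read the other way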
# Target sequence (Q61009 whole entry, looked up): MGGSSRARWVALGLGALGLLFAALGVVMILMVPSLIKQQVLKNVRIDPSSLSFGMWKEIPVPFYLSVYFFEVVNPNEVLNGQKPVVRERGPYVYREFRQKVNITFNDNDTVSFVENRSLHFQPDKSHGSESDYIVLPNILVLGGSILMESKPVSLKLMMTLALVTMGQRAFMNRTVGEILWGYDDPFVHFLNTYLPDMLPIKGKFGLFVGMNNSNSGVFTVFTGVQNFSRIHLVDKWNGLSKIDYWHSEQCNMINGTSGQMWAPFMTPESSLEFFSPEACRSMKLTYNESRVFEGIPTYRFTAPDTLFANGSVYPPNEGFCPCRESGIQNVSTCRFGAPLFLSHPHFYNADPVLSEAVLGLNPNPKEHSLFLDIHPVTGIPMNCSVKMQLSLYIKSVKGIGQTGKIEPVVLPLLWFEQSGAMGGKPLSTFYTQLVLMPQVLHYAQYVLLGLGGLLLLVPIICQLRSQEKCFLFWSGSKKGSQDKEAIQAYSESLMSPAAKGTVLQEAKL
# PKA-R2B activ: activators of PKA-R2B holoenzyme, primary screen, biochemical, fluorescence polarization, Cy5-IP20, human. cAMP-dependent protein kinase catalytic subunit beta (Homo sapiens) + cAMP-dependent …. PKA-R2B holoenzyme dissociation; R2B truncated from residue 108, S112A mutant; 0% DMSO only, 100% 113 µM cGMP. activation, % at 11.4 µM. 340,000 tested, 0.079% active. AID 504700, 2011;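 active means activation above a cutoff set at the mean over all compounds plus 3 SD, cut at about 18% in these data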;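 further: higher means more holoenzyme dissociation and a rise in polarization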
# Target sequence (P31323 whole entry, looked up, other chains not shown, the tested form may be a part): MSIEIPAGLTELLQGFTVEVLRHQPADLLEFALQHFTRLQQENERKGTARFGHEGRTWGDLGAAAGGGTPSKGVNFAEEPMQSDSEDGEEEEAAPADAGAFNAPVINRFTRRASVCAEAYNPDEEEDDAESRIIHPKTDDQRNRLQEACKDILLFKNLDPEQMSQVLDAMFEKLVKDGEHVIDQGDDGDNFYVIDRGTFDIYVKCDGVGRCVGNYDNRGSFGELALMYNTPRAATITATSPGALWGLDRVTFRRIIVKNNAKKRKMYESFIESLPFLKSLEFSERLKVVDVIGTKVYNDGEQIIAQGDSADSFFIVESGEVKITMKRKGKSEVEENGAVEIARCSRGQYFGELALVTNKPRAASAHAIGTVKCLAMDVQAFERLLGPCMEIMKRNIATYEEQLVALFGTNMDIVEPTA
# PKA-R1A act: activators of PKA-R1A holoenzyme, primary screen, biochemical, fluorescence polarization, Cy5-IP20, bovine R1A, mouse PKAc; cAMP-dependent protein kinase type I-alpha regulatory subunit (Bos taurus) + …; PKA-R1A dissociation; scaled: DMSO 0%, 113 µM cGMP 100%; activation, % at 11.4 µM; 340,000 tested, 0.083% active;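 active means percent activation above the mean of all tested compounds plus 3 SD, cut at about 19% in these data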;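 further: higher means more PKAc released from R1A so a rise in polarization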
# Arr AP2 block: inhibitors of beta-arrestin/AP2 binding, primary screen, biochemical, GPCR trafficking, flow cytometry. beta-arrestin 1 C-terminal peptide binding to AP2 beta2-adaptin appendage (human). FITC-arrestin peptide / GST-AP2 beads; AP2 beta2 appendage carries R879A mutation. inhibition, % at 10 µM. 340,000 tested, 0.31% active. AID 504490, 2011;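 active means inhibition above a set limit, near 3 SD of compounds lacking own fluorescence, cut at about 54% in these data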;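 further: plate controls were DMSO wells for no effect and 5 µM unlabelled arrestin peptide for full effect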
#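 System: GST-AP2 R879A glutathione beads; medium: PBS, Tween 20 0.05%, BSA 0.1%; reagent: fluorescein-tagged arrestin peptide at 50 nM final; schedule: pre-incubation 12 min, peptide binding 1 h, room temperature; detection: flow cytometry, FL1 (488/535 nm); read-out: inhibition as reduced fluorescein signal on beads, percent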
# MITF act: activators of MITF-driven TRPM1 promoter reporter, primary screen, cell-based, SK-MEL-5, luciferase, single point | activation, % at 12.5 µM | SK-MEL-5 TRPM1-promoter luciferase, 24 h; % of positive control, neutral wells = 0 | 300,000 tested, 0.75% active | AID 588334, 2011;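 active means mean activation of at least 80% with every replicate also reaching 80%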;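 further: 0% = neutral control wells and 100% = parthenolide positive control wells; values of inactives mirror those of a sister screen read the other way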
# dFosB act: activators of delta FosB homodimer, primary screen, biochemical, fluorescence polarization, TAMRA-CDK5 oligo, single point | Protein FosB (Mus musculus), P13346 | purified delta FosB; percent of positive-control signal above neutral wells | activation, % at 25 µM | 340,000 tested, 0.99% active;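 active means mean activation above about 17%, with every replicate also reaching it, limit read from the data, passing the limit was not always enough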;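 further: fluorescence polarization rise as delta FosB binds a TAMRA Cdk5 AP-1 oligo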
# NSD2 inh: NSD2 histone methyltransferase inhibitors, primary screen, biochemical, AlphaScreen, single concentration, set 2; Histone-lysine N-methyltransferase NSD2 (Homo sapiens), O96028; NSD2 peptide methylation, 120 min; inhibition, % at 12.5 µM; 310,000 tested, 0.54% active; AID 743445, 2014; in the data active means inhibition above about 50%
# SR-BI uptake up: activators of SR-BI mediated DiI-HDL uptake, primary screen, ldlA[mSR-BI] CHO cells, DiI fluorescence. 3 h; 100 = double the neutral-control signal. activation, % at 12.5 µM. 320,000 tested, 0.096% active. AID 504775, 2011;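 active means mean replicate activation of at least 60% and every replicate at or above 60%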;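 further: 0% = median plate neutral-control signal and 100% = twice that signal; values of inactives mirror those of a sister screen read the other way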
#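 Test system: SR-BI-overexpressing, LDLR-lacking CHO cells. Measured by: DiI fluorescence, bottom read. Medium: Ham's F12 with 0.5% BSA, HEPES 25 mM, pH 7.4. Timing: 3 h uptake period with compound, 37 °C.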
# Mot1-301 SUMO: yeast Mot1-301 growth rescue at high temperature, primary screen, SUMOylation pathway inhibitor project, S. cerevisiae, ATP luminescence, 38.5C; growth rescue, % at 18.8 µM; 320,000 tested, 1% active; S. cerevisiae Mot1-301 growth rescue; percent above DMSO median, 100 means doubled;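 active means every valid replicate shows activation above 250% relative to neutral control wells; inactive means the rest, any valid replicate at or below 250%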;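 further: OY570 slx delta 5 strain wells were the positive control but not used for scaling; some compounds called inactive have numbers as strong as hits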
# DSG3 Ab inh: inhibitors of pemphigus antibody binding to DSG3, primary screen, biochemical, bead-based, flow cytometry, scFv-GFP. binding (percent of control), % at 10 µM. Desmoglein-3 (Homo sapiens), P32926. AID 588358, 2011. DSG3-coupled beads, scFv-anti-DSG3-GFP binding; hits give low values. 310,000 tested, 0.48% active;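 active means binding more than 3 SD below its plate's average and above zero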;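 further: hits lower antibody fragment binding to DSG3; some compounds called inactive have numbers as strong as hits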
# CDK5 inh: inhibitors of human CDK5/p35 kinase, primary screen, biochemical, single concentration. Cyclin-dependent kinase 5 (Homo sapiens) + Cyclin-dependent kinase 5 activator 1 (Homo …. Recombinant CDK5/p35, ADP-Glo luminescence, 60 min. inhibition, % at 10 µM. 330,000 tested, 0.01% active;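 active means highest replicate inhibition of at least 50% and at least 75% of replicates reaching 50%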;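 further: plate controls were DMSO neutral control for no effect and GW8510 at 10 µM for full effect; many of its hits are not listed in these tables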
# The depositor's hits bear a star; i = inactive; x = not tested or not shown.
SMILES,SR-BI DiI inh,PKA-R2B activ,PKA-R1A act,Arr AP2 block,MITF act,dFosB act,NSD2 inh,SR-BI uptake up,Mot1-301 SUMO,DSG3 Ab inh,CDK5 inh
O=C(CCl)NCCCN(C(=O)C(Cl)Cl)c1ccc([N+](=O)[O-])cc1,-28,1,2,7,x,-3,14,28,-9,100,0.9
CC(C)C(=O)NCCCc1ccccc1,-8,0,-6,6,-6,-1,-2,8,11,x,0.9
O=C(NCCN1CCN(c2ccccc2)CC1)c1ccc(NC(=O)C2CCCO2)cc1 (configuration not stated),14,-12,0,18,x,-2,-6,-14,-18,104,-0.8
CN1C(=O)NC(c2ccccc2[N+](=O)[O-])C2=C1CC(C)(C)CC2=O (configuration not stated),4,-3,2,12,-7,8,14,-4,11,95,-0.7
O=C(CCC1CCCN(C2C3CC4CC(C3)CC2C4)C1)NCc1ccc(F)c(F)c1 (configuration not stated),8,4,-1,46,3,-2,2,-8,-13,105,0.6
CCS(=O)(=O)NC(C)C(c1cccs1)N1CCN(c2ccc(OC)cc2)CC1 (configuration not stated),4,-3,-11,5,0,-5,x,-4,5,98,-2.4
CCN(CC)CCN(C(=O)Cn1nnc(-c2ccc(OC)c(OC)c2)n1)C(C(=O)NC1CCCC1)c1ccc(F)cc1 (configuration not stated),33,-5,-4,4,-4,-10,-2,-33,-6,96,7.6
C/C(=N/Nc1ccccc1[N+](=O)[O-])c1ccc(C)c([N+](=O)[O-])c1,x,-4,5,-12,23,1,-1,x,x,93,-1.4
Cc1ccc2[nH]c(=O)c(-c3nc4c(C)cccn4c3NCc3ccco3)cc2c1,-38,-11,-14,-10,-9,2,0,38,-6,x,-0.5
CCOC(=O)Cc1csc(NC(=S)NC(=O)c2ccc(F)cc2)n1,-21,-1,-11,-10,-9,-7,0,21,7,106,0.1
CCOC(=O)C1(Cc2ccccc2)CCN(Cc2ccc3cc(NC(C)=O)ccc3n2)CC1,7,-8,-1,10,9,-9,11,-7,5,113,-0.4
Cc1cccc(CCNC(=O)c2cccc(N3CCCC3=O)c2)c1,5,-7,-12,-4,36,-2,2,-5,7,102,1.4
CCc1ccc(C(=O)NNC(=O)Cn2c(=O)cnc3ccccc32)cc1,-37,0,-2,-4,15,3,x,37,-6,x,-1.5
CCOC(=O)C(C)N1CC(=O)N(c2ccccc2)C1=O (configuration not stated),-12,12,-3,-8,x,5,-1,12,14,116,0.1
O=C(NCCN1C(=O)C2C3C=CC(C3)C2C1=O)NCc1ccccc1 (configuration not stated),11,1,6,3,11,-5,x,-11,82,104,1.0
O=C(C1CCCN1S(=O)(=O)c1ccc(Cl)cc1)N1CCN(c2ccccc2)CC1 (configuration not stated),6,2,-12,9,-6,0,8,-6,-12,132,-1.1
Cn1c(=O)c2c(ncn2Cc2cc(-c3ccccc3)no2)n(C)c1=O,-18,4,6,3,0,-4,-12,18,1,95,-1.1
CCc1cccc2c(C(=O)Cn3nnc(-c4ccc(OC)c(OC)c4)n3)c[nH]c12,47,-4,-17,-5,-9,12,29,-47,10,x,0.7
CC(C)(C)OC(=O)C[C@H]1C/C=C\C[C@@H](CC(=O)N(CCO)Cc2ccccc2)C(=O)N[C@@H](c2ccccc2)COC1=O,7,10,-9,-1,-7,-8,x,-7,-14,97,0.0
C/C(=N\Nc1nc(C)cc(-c2ccccc2)n1)c1ccc(F)cc1,15,-7,1,26,x,-2,-1,-15,-14,119,-1.1
O=C(c1ccc(N2CCN(C(=O)c3ccc(F)c(F)c3)CC2)cc1)c1cccc(F)c1,52,-7,2,2,-14,-13,-3,-52,7,113,-0.5
Cc1ccc(OCC(=O)c2cc(C)n(CC(F)(F)F)c2C)c([N+](=O)[O-])n1,49,8,0,17,-6,-12,3,-49,-5,99,-0.8
CC1CCCN(c2cc(N(C)CCO)c([N+](=O)[O-])c3nonc23)C1 (configuration not stated),-18,-9,3,-18,-5,-10,2,18,-8,x,-1.2
O=C(Nc1ccc2c(c1)OCO2)c1cccc(S(=O)(=O)N2CCOCC2)c1,3,-1,-1,2,1,-1,-4,-3,181,107,0.9
COc1coc(C(O)CN)cc1=O (configuration not stated),-16,-2,-5,5,-18,-2,-2,16,16,103,-2.5

# Record cards, from the list above. Screens in order: SR-BI DiI inh	PKA-R2B activ	PKA-R1A act	Arr AP2 block	MITF act	dFosB act	NSD2 inh	SR-BI uptake up	Mot1-301 SUMO	DSG3 Ab inh	CDK5 inh
# CCOC(=O)C1(Cc2ccccc2)CCN(Cc2ccc3cc(NC(C)=O)ccc3n2)CC1 is entered as 7	-8	-1	10	9	-9	11	-7	5	113	-0.4
# CN1C(=O)NC(c2ccccc2[N+](=O)[O-])C2=C1CC(C)(C)CC2=O (configuration not stated) is entered as 4	-3	2	12	-7	8	14	-4	11	95	-0.7
# O=C(NCCN1CCN(c2ccccc2)CC1)c1ccc(NC(=O)C2CCCO2)cc1 (configuration not stated) is entered as 14	-12	0	18	x	-2	-6	-14	-18	104	-0.8
# CCc1ccc(C(=O)NNC(=O)Cn2c(=O)cnc3ccccc32)cc1 is entered as -37	0	-2	-4	15	3	x	37	-6	x	-1.5

# Additional entries.
SMILES,SR-BI DiI inh,PKA-R2B activ,PKA-R1A act,Arr AP2 block,MITF act,dFosB act,NSD2 inh,SR-BI uptake up,Mot1-301 SUMO,DSG3 Ab inh,CDK5 inh
O=C(CN1C(=O)COc2ccccc21)NCCCN1CCc2ccccc2C1,-28,11,11,-8,-4,-2,x,28,5,121,2.8
Cc1nnc2n(-c3ccccc3)c(=O)c3c4c(sc3n12)COC(C(C)C)C4 (configuration not stated),-9,6,-4,9,5,-4,x,9,9,108,0.1
CCOc1ccccc1NC(=O)CN1CCC(NC(=O)Nc2ccccc2)CC1,4,-4,-5,14,-3,-12,0,-4,201,108,-0.5
CCCn1c(SCC(=O)C(C)(C)C)nc2ccccc21,-16,3,8,14,-4,0,-3,16,2,101,-0.7
COc1ccccc1-c1nc(C#N)c(NCCCn2ccnc2)o1,-14,9,4,40,-12,0,-1,14,-19,114,0.3
CC(=O)NC(CC(=O)Nc1nc(-c2ccccc2)c(C(C)=O)s1)c1ccccc1 (configuration not stated),x,-1,10,25,6,-4,1,x,3,122,0.2
O=C(O)CCC(=O)Nc1ccc(Cc2ccc(NC(=O)CCC(=O)O)c(O)c2)cc1O,1,-2,4,5,x,-1,41,-1,i,x,0.0
COc1cc(CC(=O)Nc2cccc(S(=O)(=O)N(C)c3ccccc3)c2)cc(OC)c1OC,10,-8,3,16,-19,-7,-7,-10,17,104,0.0
CC1CCN(S(=O)(=O)c2ccc(NC(=O)CCN3C(=O)C4CC=CCC4C3=O)cc2)CC1 (configuration not stated),5,-2,-8,4,x,-8,1,-5,x,106,0.5
O=C(Nc1ccncc1)c1cc(S(=O)(=O)N2CCOCC2)ccc1Cl,-9,-5,-4,-1,-5,-3,-4,9,0,108,0.0
CC(=O)N1CCN=C1SCc1ccccc1F,-24,4,-3,9,18,-10,x,24,-1,110,-1.0
CCOC(=O)c1ccsc1NC(=O)c1ccco1,-9,8,-8,-5,-3,-21,0,9,-12,97,-0.2
Cc1[nH]c(=O)[nH]c(=O)c1S(=O)(=O)Nc1ccc(F)cc1Cl,-4,4,-5,34,5,7,-8,4,-19,124,0.6
CCOc1ccc2oc(C(=O)N3CC(C)OC(C)C3)c(C)c2c1 (configuration not stated),21,7,-3,2,10,-6,-1,-21,18,103,-2.0
Cc1cc(C)c(OCC(=O)Nc2cc(C(=O)O)cc(C(=O)O)c2)cc1C,12,-4,-5,21,14,3,2,-12,-28,99,1.1
CC(=O)/C=C/c1ccc2ccccc2n1,-17,3,-2,-4,-19,-5,-5,17,26,119,-1.4
Cc1cccc(CC2CC(=O)N(c3nc4ccccc4s3)C2=O)c1 (configuration not stated),-16,-18,-23,-27,1,-4,5,16,-5,102,1.7
O=C(CCC(=O)N(c1cccc(F)c1)C(C(=O)NC1CCCC1)c1ccncc1)Nc1cccnc1 (configuration not stated),11,-12,-10,-8,x,-3,-1,-11,13,82,-0.1
Cn1c(=O)c2c(nc(NCC3CCCO3)n2C)n(C)c1=O (configuration not stated),-12,2,9,8,-2,3,0,12,-3,83,-0.9
CCOC(=O)C1=NOC2C(=O)N(c3ccc(Cl)cc3Cl)C(=O)C12 (configuration not stated),-16,11,1,4,9,1,-1,16,-2,106,0.5
O=C1NC(=Nc2ccccc2Cl)S/C1=C\c1cccc([N+](=O)[O-])c1O,-13,4,1,26,x,-14,60*,13,-4,117,-3.5
Cc1c(CCC(=O)O)c(=O)oc2cc(OCc3ccc(Br)cc3)ccc12,x,-4,-13,16,-3,-7,0,x,1,100,1.8
COc1ccc(CC(=O)N2CCc3cc(OC)c(OC)cc3C2C)c(OC)c1 (configuration not stated),19,2,-3,15,-9,-9,0,-19,11,x,-3.5
COc1ccc(CNC(=O)C2CCN(S(=O)(=O)c3ccc4c(c3)N(C(C)=O)CCO4)CC2)cc1,0,1,4,6,14,-7,-1,0,22,x,0.7
Oc1ccccc1C(=S)N1CCCC1,-5,1,-2,2,-4,-8,2,5,-5,90,-0.2
Cc1ccc(CNS(=O)(=O)c2cn(C)c(=O)n(C)c2=O)cc1,-13,-12,-7,-17,-6,1,-3,13,0,97,-0.6
COc1ccc2[nH]c3c(c2c1)CCN1C(=O)C(CC(=O)NCCC2=CCCCC2)C[C@H](C(=O)N2CCCCC2)[C@@]31CCc1ccccc1 (some centres not stated),-6,1,-2,-3,-13,1,x,6,x,100,-0.5
CCN(C)Cc1c(C(=O)N2CCc3ccccc3C2)nc2ccc(Cl)cn12,-10,-5,2,2,-12,-7,0,10,-2,103,-0.3
